From PubChem
core dimer inh = inhibitors of HCV core protein dimerization, primary screen, biochemical, TR-FRET, high-throughput; TR-FRET GST/Flag-core106 dimerization, 1536-well; inhibition, % at 5 µM; 0.33% of 300,000 active; AID 1899, 2009;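 active = inhibition above the mean of all tested compounds plus 3 SD, set per screening campaign, cut at about 45% in these data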
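System: GST-tagged and Flag-tagged HCV core protein residues 1-106 / Input: core106 proteins, GST 13.5 nM and Flag 17 nM / Buffer or medium: KF-containing HEPES buffer, pH 7.45, DTT, CHAPS, BSA / Probe or stimulus: Eu-anti-GST and XL665-anti-Flag labelled anti-tag antibodies / Schedule: 4 h, 22.5 °C incubation / Technique: TR-FRET 671 and 617 nm emission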
procasp3 activ = activators of human procaspase-3 D3A mutant, primary screen, biochemical, absorbance, PC-3 D3A mutant, single concentration; AID 463141, 2010; activation, % at 8.5 µM; 0.11% of 330,000 active; recombinant procaspase-3 D3A, Ac-DEVD-pNA absorbance 405 nm; Caspase-3 (Homo sapiens), P42574;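 active = activation above the mean of all tested compounds plus 3 SD, cut at about 21% in these data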;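 note: 0% = DMSO alone and 100% = DMSO wells spiked with extra 5 µM PC-3 D3A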
Target sequence (P42574 whole entry D9A/D28A/D175A): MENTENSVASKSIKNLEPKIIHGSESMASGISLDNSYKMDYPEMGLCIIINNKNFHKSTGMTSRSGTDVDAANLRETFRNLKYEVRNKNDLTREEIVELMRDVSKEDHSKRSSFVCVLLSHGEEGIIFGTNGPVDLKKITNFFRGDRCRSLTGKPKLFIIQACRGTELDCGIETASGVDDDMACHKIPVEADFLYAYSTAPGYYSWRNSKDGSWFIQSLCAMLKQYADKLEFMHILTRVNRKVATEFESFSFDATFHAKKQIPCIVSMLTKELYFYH
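Technique: 405 nm absorbance of p-nitroaniline, reads at 0 and 120 min; Test system: Procaspase-3 D3A mutant; Incubation: 1 h enzyme-compound preincubation, then 2 h substrate reaction, 25 °C; Repeats: singlicate, each compound tested once; Benchmarks: low control DMSO wells, high control DMSO plus 5 µM PC-3 D3A.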
TPT1 inh = Candida albicans TPT1 enzyme inhibitors, primary screen, biochemical, fluorescence polarization. 0.81% of 300,000 active. inhibition, % at 5 µM. tRNA 2'-phosphotransferase TPT1 (Candida albicans SC5314). recombinant caTPT1, FP RNA substrate dephosphorylation. AID 1962, 2009;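 active = inhibition above the mean of all tested compounds plus 3 SD, set per screening campaign, cut at about 24% in these data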;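 note: plate controls were DMSO alone for no effect and ferristatin control at 100 nM for full effect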
Efflux pump inh = inhibitors of Candida efflux pumps in yeast, primary screen, S. cerevisiae, Nile Red, multiplex. inhibition, % at 10 µM. S. cerevisiae Candida pump triplex. 0.44% of 330,000 active;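 active = plate passing quality check with inhibition over a set limit, or well fluorescence over plate mean plus 4 SD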;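 note: Nile Red retained in pooled yeast measured as flow cytometry median fluorescence; 0% = buffer negative control and 100% = Enniatin B positive control; higher means more Nile Red kept so more efflux inhibition; some compounds called inactive have numbers as strong as hits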
PP5 inh = PP5 phosphatase inhibitors, primary screen, biochemical, fluorescence; AID 1987, 2009; Serine/threonine-protein phosphatase 5 (Homo sapiens), P53041; 0.18% of 320,000 active; inhibition, % at 6.7 µM; purified PP5c, OMFP substrate fluorescence;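 active = inhibition above the campaign's mean inhibition across all tested compounds plus 3 SD, cut at about 9.5% in these data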;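 note: 0% = DMSO only and 100% = 100 µM cantharidin control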
Fh CTSL1 inh = Fasciola hepatica cathepsin L1 inhibitors, primary screen, counter-screen for PFM18AAP inhibitor project, biochemical, QFRET, fluorogenic peptide substrate; recombinant F. hepatica cathepsin L1, Z-Leu-Arg-MCA fluorescence; inhibition, % at 5.96 µM; 0.49% of 300,000 active; AID 1906, 2009;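 active = inhibition above the mean of all tested compounds plus 3 SD, set per screening campaign, cut at about 17% in these data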;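 note: 0% = plate median of test compound wells and 100% = 1 µM Z-Phe-Ala-diazomethylketone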
PP1 counter = PP1-alpha phosphatase inhibitors, primary screen, counter-screen for PP5 inhibitor project, biochemical, fluorescence, OMFP substrate, single point. 0.9% of 320,000 active. AID 2235, 2010. purified PP1alpha. inhibition, % at 6.7 µM;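 active = inhibition above the mean inhibition of all tested compounds plus 3 SD, computed separately for each screening campaign, cut at about 15% in these data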
Target sequence (P62136 whole entry, looked up): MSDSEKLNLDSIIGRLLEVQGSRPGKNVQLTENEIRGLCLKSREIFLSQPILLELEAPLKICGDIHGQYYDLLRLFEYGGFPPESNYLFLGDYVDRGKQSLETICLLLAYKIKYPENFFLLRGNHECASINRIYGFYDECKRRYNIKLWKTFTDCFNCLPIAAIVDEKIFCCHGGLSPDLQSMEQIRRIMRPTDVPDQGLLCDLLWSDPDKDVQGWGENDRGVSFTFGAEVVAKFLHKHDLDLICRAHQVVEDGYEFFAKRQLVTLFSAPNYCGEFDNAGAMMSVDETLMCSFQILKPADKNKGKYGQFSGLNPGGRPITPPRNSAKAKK
JMJD2C inh = inhibitors of GASC-1 histone demethylase, primary screen, biochemical, fluorescence, DELFIA europium. Lysine-specific demethylase 4C (Homo sapiens), Q9H3R0. GST-JMJD2C(1-420) H3K9me3 demethylation. inhibition, % at 2.35 µM. 0.069% of 330,000 active. AID 2099, 2009;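 active = more than half of a compound's replicate wells show inhibition beyond 50%, single wells judged on their own value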;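 note: signal counts dimethyl H3K9 product captured on neutravidin plate; 0% = median of DMSO wells and 100% = 0.3 times that DMSO median; strong numbers were not always called active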
Target sequence (Q9H3R0 1-420 limits assumed): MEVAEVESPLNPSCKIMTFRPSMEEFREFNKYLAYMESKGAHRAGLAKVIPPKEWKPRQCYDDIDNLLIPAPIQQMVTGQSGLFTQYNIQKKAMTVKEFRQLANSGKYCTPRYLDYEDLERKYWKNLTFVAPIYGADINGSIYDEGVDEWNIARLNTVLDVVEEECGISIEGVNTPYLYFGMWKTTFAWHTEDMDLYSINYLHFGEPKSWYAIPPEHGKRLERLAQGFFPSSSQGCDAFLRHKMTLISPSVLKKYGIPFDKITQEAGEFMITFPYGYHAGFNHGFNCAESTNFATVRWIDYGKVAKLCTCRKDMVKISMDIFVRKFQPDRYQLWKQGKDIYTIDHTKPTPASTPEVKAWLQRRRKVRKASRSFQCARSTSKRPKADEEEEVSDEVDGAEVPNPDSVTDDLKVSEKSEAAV
proCasp7 act = procaspase-7 activators, primary screen, counter-screen for procaspase-3 activator project, biochemical, absorbance, HTS, human. 0.093% of 330,000 active. activation, % at 8.5 µM. recombinant procaspase-7, Ac-DEVD-pNA absorbance 405 nm; D23A/D198A/D206A triple mutant, cannot self-cleave; scale: DMSO 0, 5 µM enzyme 100. Caspase-7 (Homo sapiens), P55210;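 active = percent activation above the screen-wide mean plus 3 SD, cut at about 25% in these data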
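Detection: p-Nitroaniline absorbance at 405 nm, read at 0 and 120 min; system: Uncleavable procaspase-7 mutant enzyme; evaluation: % activation from two-timepoint absorbance difference, scaled to controls; times: 1 h enzyme–compound preincubation and 2 h substrate reaction, both 25 °C; buffer or medium: Zinc-free HEPES pH 7.4 with 300 mM NaCl, 0.01% Triton X-100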
An asterisk follows results filed as active; · = no result given.

SMILES	core dimer inh	procasp3 activ	TPT1 inh	Efflux pump inh	PP5 inh	Fh CTSL1 inh	PP1 counter	JMJD2C inh	proCasp7 act
O=C(NCc1cccc(C(F)(F)F)c1)C1CC(c2c(Cl)cccc2Cl)=NO1 (configuration not stated)	-3	4	0	0.0	3.6	0	4	-8	5
CC1=[N+](C)N(c2ccccc2)C(=O)C1N=Cc1ccc(Cl)cc1 (configuration not stated)	-1	2	0	-0.1	-1.8	0	-4	24	1
COC(=O)C1C(C(C)C)N(c2ccccc2)OC1(C)O (configuration not stated)	-11	0	-5	-0.1	2.6	0	-4	1	5
COc1cccc(NC(=O)C(=O)N/N=C(\C)CC(=O)Nc2ccc(NC(C)=O)cc2)c1	-4	-1	-3	0.3	0.4	1	1	0	-1
COc1ccc(-n2c(C)c(C)c3c(NCCN(C)C)ncnc32)cc1	2	-8	0	-0.1	-0.1	-2	-6	-15	3
CCOC(=O)NC(=O)CSc1nnnn1-c1ccc(Cl)cc1	-4	-1	-2	0.2	1.1	3	0	19	4
O=C(NC1CCN(Cc2ccccc2)CC1)C1CCN(c2nnc(-n3cccc3)s2)CC1	-2	-1	-1	0.1	0.4	-3	0	-3	11
CCc1ccc(NC(=S)N2CCCC(C(F)(F)F)C2)cc1 (configuration not stated)	-3	2	-2	0.0	0.1	1	-1	3	-4
CCn1c(OC)nc2c1c(=O)n(C)c(=O)n2C	1	8	-1	0.0	1.9	2	-4	4	-4
O=C(COC(=O)C1CCN(S(=O)(=O)c2cccc3cccnc23)CC1)c1ccc(F)cc1	2	3	-2	0.0	3.6	-6	-4	-5	2
COCCn1c(SCC(=O)Nc2nc(C)c(Cl)cc2Cl)nc2ccccc21	10	1	-2	0.2	0.8	4	-6	5	8
Cc1ccc(S(=O)(=O)/N=C2/NC(=O)/C(=C/c3cccnc3)S2)cc1	3	3	0	0.1	0.1	1	1	5	3
CCC(C)Sc1nc2c(c(=O)[nH]c(=O)n2C)n1Cc1ccccc1Cl (configuration not stated)	20	-1	2	0.0	0.7	1	-3	-1	7
COc1ccc2nc(C)cc(Nc3ccc(N4CCN(C)CC4)cc3)c2c1	2	-5	-1	0.0	-1.9	3	-1	-5	-1
CC(Nc1ccc(N2CCOCC2)cc1)C(=O)N1c2ccccc2CC1C (configuration not stated)	-3	-15	4	0.1	-0.5	-2	-3	7	-20
COc1ccc(S(=O)(=O)N2CCC(C(=O)NCCc3ccccc3)CC2)cc1OC	1	2	-3	-0.2	-2.0	-4	-3	-11	6
Cc1ccc(NC(=O)C(Cc2ccccc2)NC(=O)c2ccco2)cc1 (configuration not stated)	1	3	0	0.0	-3.1	-3	-2	4	9
CNCC(O)C(O)C(O)C(O)CO (configuration not stated)	-1	5	-4	-0.3	1.9	0	1	-4	-1
COc1ccccc1C(=O)NCCC(=O)Nc1ccc(S(=O)(=O)N2CCCC(C)C2)cc1 (configuration not stated)	·	5	·	0.4	2.0	·	1	·	2
CCOc1cc(/C=C/c2nc3ccccc3c(=O)[nH]2)cc(Br)c1OC	6	0	8	0.3	0.7	4	-1	3	-5

Among those listed so far, 7 contain an aryl methoxy group:
SMILES	core dimer inh	procasp3 activ	TPT1 inh	Efflux pump inh	PP5 inh	Fh CTSL1 inh	PP1 counter	JMJD2C inh	proCasp7 act
COc1cccc(NC(=O)C(=O)N/N=C(\C)CC(=O)Nc2ccc(NC(C)=O)cc2)c1	-4	-1	-3	0.3	0.4	1	1	0	-1
COc1ccc(-n2c(C)c(C)c3c(NCCN(C)C)ncnc32)cc1	2	-8	0	-0.1	-0.1	-2	-6	-15	3
CCn1c(OC)nc2c1c(=O)n(C)c(=O)n2C	1	8	-1	0.0	1.9	2	-4	4	-4
COc1ccc2nc(C)cc(Nc3ccc(N4CCN(C)CC4)cc3)c2c1	2	-5	-1	0.0	-1.9	3	-1	-5	-1
COc1ccc(S(=O)(=O)N2CCC(C(=O)NCCc3ccccc3)CC2)cc1OC	1	2	-3	-0.2	-2.0	-4	-3	-11	6
COc1ccccc1C(=O)NCCC(=O)Nc1ccc(S(=O)(=O)N2CCCC(C)C2)cc1 (configuration not stated)	·	5	·	0.4	2.0	·	1	·	2
CCOc1cc(/C=C/c2nc3ccccc3c(=O)[nH]2)cc(Br)c1OC	6	0	8	0.3	0.7	4	-1	3	-5

Next part
SMILES	core dimer inh	procasp3 activ	TPT1 inh	Efflux pump inh	PP5 inh	Fh CTSL1 inh	PP1 counter	JMJD2C inh	proCasp7 act
CCCCCn1c(=S)[nH]c2cc(C(=O)N3CCCC3)ccc2c1=O	11	2	2	-0.1	4.0	2	2	6	12
Cc1cccc(C)c1NC(=O)CN(C)C(=O)c1ccccc1SCC(=O)N1CCCC1	-10	0	-4	0.0	-0.4	-1	3	0	-2
COc1ccc2nc(C)cc(N3CCN(S(=O)(=O)c4ccccc4F)CC3)c2c1	·	9	·	-0.3	4.1	·	0	5	-4
Clc1ccc2c(c1)c1ccccc1n2CN1CCOCC1	-7	3	-3	-0.2	6.1	-2	5	0	6
O=C1CCCc2ccccc2N1Cc1ccccc1Cl	-11	14	-1	0.0	1.5	0	2	-9	6
CC1CCCC(NC(=O)COC(=O)Cc2ccc(Br)cc2)C1C (configuration not stated)	0	7	0	-0.1	-0.1	13	-1	49	-2
CC(C)(C)OC(=O)[C@H](Cc1ccccc1)NC(=O)c1[nH]cnc1C(=O)N[C@@H](Cc1ccccc1)C(=O)OCc1ccccc1	2	4	1	0.2	1.6	2	14	8	-4
O=C(CN1CC(=O)Oc2ccccc21)NCc1ccco1	-2	-4	0	0.0	-0.5	0	0	-17	-6
N#Cc1cc(Br)ccc1N=C1CCCN1c1ccccc1	4	-2	2	0.2	3.9	0	1	2	1
Cn1c(SCc2nc(-c3ccc(Cl)cc3)no2)nnc1-c1ccco1	6	-4	3	0.0	2.3	-5	2	6	7
CC(/C=C/c1ccc2c(c1)OCO2)=N\NC(=O)C(O)c1ccccc1 (configuration not stated)	-3	-2	-2	0.1	3.0	-4	-2	-8	-11
CCOc1ccc(N(CC(=O)NCCc2ccc(OC)cc2)S(C)(=O)=O)cc1	-3	-2	0	0.0	0.4	-4	-7	-9	8
O=C(/C=C/c1ccc(S(=O)(=O)N2CCOCC2)cc1)NCc1ccccc1Cl	-2	4	-12	-0.8	-0.5	3	0	-5	-5
CN(C)c1ccc(C(CNS(=O)(=O)c2ccc([N+](=O)[O-])cc2)N2CCOCC2)cc1 (configuration not stated)	-6	-2	-3	0.0	1.1	2	-2	-1	0
O=C(N/N=C/c1ccccc1Cl)C1CC1	0	2	1	-0.1	-0.9	-1	10	-14	-3
COc1ccc(N2CCN(CC(=O)Nc3ccc(C)cc3)CC2)cc1	-8	3	5	0.3	8.9	-1	4	-2	-2
CCOC(=O)N1CCC(NC(=O)c2cc(C)c3c(C)nn(-c4ccccc4)c3n2)CC1	-5	-1	-2	-0.6	-1.1	5	0	-5	7
COCCn1c(SCC(=O)NC2CCCC2)nc2c(c1=O)SCC2	4	1	-1	-0.1	0.5	2	-2	0	9
Cc1ccc(C(=O)CSc2nnc(COc3cccc4cccnc34)o2)cc1	6	1	-2	0.1	-0.4	2	1	-5	-2
Cc1nn(-c2cccc(Cl)c2)c2c1C(c1cccnc1)C(C#N)=C(N)O2 (configuration not stated)	1	-9	2	0.5	0.1	-4	3	-5	-10
CCOC(=O)C(=Cc1ccc(OCc2ccc([N+](=O)[O-])cc2)c(OC)c1)C(=O)OCC	2	-1	-3	0.0	3.6	1	-1	-6	8
O=C1CSC(c2cccnc2)N1C1CCCCC1 (configuration not stated)	0	0	3	0.2	2.8	-1	-2	-1	5
COc1cc(NC(=O)CSc2nnc(C)s2)cc(OC)c1OC	-1	10	0	0.0	0.3	-2	1	5	4
COc1ccc(NC(=O)N2CCc3ccccc3C2)cc1OC	-5	-1	0	-0.1	-1.3	-2	0	24	-21
Cc1ccc(NC(=O)CSCc2ccco2)cc1	1	-2	4	0.1	-1.2	-6	0	-7	-15
O=C(COc1ccccc1[N+](=O)[O-])NCC1COc2ccccc2O1 (configuration not stated)	·	1	·	0.0	·	·	·	6	1
CC1CCCC(NC(=O)CCNC(=O)c2ccc(Br)cc2)C1C (configuration not stated)	-5	-3	-3	0.0	-0.2	1	-5	-2	-9
CCc1noc(C)c1C(=O)Nc1nc(-c2ccc(NC(C)=O)cc2)cs1	0	-7	2	-0.2	3.6	-1	-1	-3	13
COc1ccccc1C(=O)N/N=C/c1ccc2c(c1)OCO2	-7	-3	3	-0.2	2.7	0	1	-5	2
CC1(C)CC(=O)c2cc(OCC(=O)NCC3CCCO3)ccc2O1 (configuration not stated)	-2	5	0	0.1	-0.6	3	1	-6	-1
CC(SC1=NCCN1S(=O)(=O)c1ccccc1)c1ccccc1 (configuration not stated)	3	1	-5	0.0	3.9	-5	2	20	7
CCN(CC)c1ccc(N2C(=O)/C(=C/c3ccccn3)SC2=S)cc1	0	-4	-1	0.1	2.4	1	-8	4	6
CCc1nnc(NS(=O)(=O)c2ccc(NC(=O)c3ccc(Cl)cc3)cc2)s1	6	1	-1	0.0	1.5	4	-1	6	2
O=C(Nc1ccc(F)cc1F)c1cc(-c2ccco2)on1	1	0	-3	-0.1	0.8	1	4	7	0
